TCR CD3 inh – inhibitors of human TCR-CD3 interaction | actives 0.37% (n = 360,000) | inhibition, % at 9.4 µM | TAMRA-labeled TCR probe fluorescence, biochemical | AID 651800; in the data active = inhibition above about 19%;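 also: recombinant mutant TCR 2C K166C tagged with TAMRA read by polarization; 0% = receptor in buffer alone and 100% = receptor with positive control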
SIAE inh – human SIAE inhibition, primary screen; SIAE FP-Rh probe binding, fluorescence polarization; inhibition, % at 9.66 µM; actives 0.69% (n = 370,000); AID 1053197;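 active = inhibition above a cutoff: mean of compounds within the control limits plus 3 SD of those, cut at about 17% in these data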;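 also: 0% = plate median of compound wells and 100% = probe without SIAE protein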
PRMT1 FP inh – PRMT1 (human) inhibition, primary screen; Q99873; AID 652257; recombinant PRMT1, activity-based probe fluorescence polarization; actives 1.3% (n = 370,000); inhibition, % at 2.79 µM;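 active = inhibition above about 21% made by adding two undisclosed values, limit read from the data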
rCAG binder – molecules binding r(CAG) RNA repeats; r(CAG) RNA repeat, TO-PRO-1 dye displacement fluorescence; AID 651821; inhibition, % at 3 µM; actives 1.3% (n = 370,000);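 active = inhibition above the plate cutoff, the mean of all test compounds on that plate plus 3 SD, cut at about 35% in these data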;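 also: 0% = DMSO alone and 100% = 100 µM mitoxantrone as full dye displacement; higher means more dye released from RNA so lower well fluorescence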
NPR2 activator – GC-B (human) receptor activation | P20594 | HEK293-GC-B cells, CNP EC30, cGMP TR-FRET; 0% at EC30 CNP, 100% saturating CNP | activation, % at 10 µM | actives 0.11% (n = 370,000);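 active = activation at 10 µM reaching about 35% in either raw or pattern-adjusted values, limit read from the data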
Target sequence (P20594 whole entry, looked up): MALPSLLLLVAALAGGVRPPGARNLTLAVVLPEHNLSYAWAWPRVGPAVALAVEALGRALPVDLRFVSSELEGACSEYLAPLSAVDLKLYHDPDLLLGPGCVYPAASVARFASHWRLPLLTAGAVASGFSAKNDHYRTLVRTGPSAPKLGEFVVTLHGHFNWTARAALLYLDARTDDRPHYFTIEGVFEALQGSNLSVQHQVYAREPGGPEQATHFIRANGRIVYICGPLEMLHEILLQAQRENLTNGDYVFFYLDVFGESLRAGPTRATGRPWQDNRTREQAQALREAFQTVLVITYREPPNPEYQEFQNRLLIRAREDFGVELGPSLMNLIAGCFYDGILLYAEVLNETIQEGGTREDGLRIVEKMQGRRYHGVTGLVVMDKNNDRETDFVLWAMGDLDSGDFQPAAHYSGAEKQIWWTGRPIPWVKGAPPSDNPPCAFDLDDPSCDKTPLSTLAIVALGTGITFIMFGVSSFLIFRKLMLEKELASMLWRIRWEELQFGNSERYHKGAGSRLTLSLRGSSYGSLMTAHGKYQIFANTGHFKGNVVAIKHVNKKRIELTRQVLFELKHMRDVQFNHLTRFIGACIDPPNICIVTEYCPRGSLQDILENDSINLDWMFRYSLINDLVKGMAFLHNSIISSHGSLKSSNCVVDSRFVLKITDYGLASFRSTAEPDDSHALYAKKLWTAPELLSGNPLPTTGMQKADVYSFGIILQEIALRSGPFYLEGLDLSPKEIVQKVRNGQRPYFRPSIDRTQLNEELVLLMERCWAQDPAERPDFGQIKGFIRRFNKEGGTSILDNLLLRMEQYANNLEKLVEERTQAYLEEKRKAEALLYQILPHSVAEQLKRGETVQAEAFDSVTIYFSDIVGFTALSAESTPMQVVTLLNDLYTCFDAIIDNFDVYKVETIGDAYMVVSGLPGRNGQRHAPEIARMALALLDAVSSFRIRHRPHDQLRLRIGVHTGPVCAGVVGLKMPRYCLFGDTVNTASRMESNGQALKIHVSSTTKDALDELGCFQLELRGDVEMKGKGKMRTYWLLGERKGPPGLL
HTRA1 inh – HTRA1 (human) protease inhibition; inhibition, % at 5.96 µM; recombinant HTRA1, FP-rhodamine activity-based probe, fluorescence polarization; Q92743; actives 0.5% (n = 340,000); in the data active = inhibition above about 36%;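 also: 0% = enzyme with DMSO and 100% = wells lacking enzyme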
GC-A act – GC-A (human) enzyme activation; P16066; HEK293 GC-A cells, cGMP TR-FRET, EC30 ANP; 0% at EC30 ANP, 100% saturating ANP; activation, % at 10 µM; actives 0.14% (n = 370,000); AID 1671463; in the data active = activation above about 40%
mABHD4 FP – inhibitors of mouse ABHD4; Q8VD66; purified mABHD4, FP-Rh probe fluorescence polarization; inhibition, % at 8.92 µM; actives 0.54% (n = 370,000);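 active = inhibition exceeding the mean over every tested compound plus 3 SD, cut at about 30% in these data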;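 also: 0% = plate median of compound wells and 100% = S159A mutant with DMSO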
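Material: mouse ABHD4 enzyme, wild type; Benchmarks: S159A mutant high control, sample median low control; Buffer or medium: HEPES pH 7.0, NaCl, Pluronic buffer; Signal: fluorescence polarization; Read-out: percent inhibition of probe binding, normalized to plate controls; Timing: pre-incubation 45 min, probe exposure 60 min, at 25 °C; Dosing: 8.92 µM, single dose.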
UHRF1 MBD2 ctr – blocks human UHRF1 binding to methylated DNA. Q96T88. actives 0.75% (n = 370,000). UHRF1 binding to methylated oligo, TR-FRET. inhibition, % at 4.4 µM; in the data active = inhibition above about 21%;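 also: UHRF1 SRA domain binding a hemimethylated CpG hairpin DNA probe; 0% = median of test compound wells and 100% = reference inhibitor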
MBD2 DNA inh – inhibitors of human MBD2 binding to methylated oligonucleotide | Q9UBB5 | TR-FRET | inhibition, % at 4.4 µM | actives 0.31% (n = 370,000); in the data active = inhibition above about 13%
Starred values were filed as active, the others as inactive; / = no result given. These rows are one share of the data. The share of hits here may be higher or lower than overall.

SMILES	SIAE inh	rCAG binder	NPR2 activator	TCR CD3 inh	GC-A act	PRMT1 FP inh	mABHD4 FP	UHRF1 MBD2 ctr	MBD2 DNA inh	HTRA1 inh
COc1ccc(S(=O)(=O)N/N=C\c2ccc([N+](=O)[O-])o2)c(OC)c1	-0.6	1.8	-4.6	5.6	2.2	0.6	4.5	-2.4	-1.7	5.0
CC1CC(C)CN(S(=O)(=O)N2CCCC(C(=O)NC3CCCCC3C)C2)C1 (centres undefined)	-0.7	-3.8	1.6	-1.8	-0.9	-1.5	-7.3	0.5	4.6	3.7
CNC(=O)c1ccsc1NC(=O)CS(=O)(=O)c1ccc(F)cc1	-2.8	4.7	-2.3	-1.1	-2.0	1.9	-1.6	3.7	0.5	7.4
C[N+]1(CC(O)COc2ccccc2)CCN(C(=O)c2ccc([N+](=O)[O-])cc2)CC1 (centres undefined)	6.0	-2.4	1.4	2.9	1.2	0.5	0.2	-1.8	1.7	9.2
O=C(CCN1C(=O)/C(=C\c2ccccc2)SC1=S)N1CCOCC1	-7.8	3.0	0.2	-0.9	1.2	0.0	0.3	6.4	2.5	2.1
COc1cccc(/C=C/C(=O)NNC(=O)c2ccncc2)c1OC	5.8	1.4	-4.2	-10.5	4.8	1.7	-3.2	1.1	2.9	4.5
O=c1[nH]c(/C=C/c2ccc(Br)cc2)nc2ccccc12	0.9	-2.9	-6.3	-1.4	-4.2	0.4	-3.2	1.9	2.7	1.2
C[C@@H]1COc2cc(Br)ccc2S(=O)(=O)N1Cc1cn(Cc2ccc(Br)cc2)nn1	0.4	7.5	-4.6	/	-9.2	0.2	4.7	-0.5	2.5	/
Cn1c(=O)cc(SCC(=O)NCCCN2CCN(c3ccccc3F)CC2)c2ccccc21	3.4	-8.5	-0.6	-4.5	-4.6	-1.1	1.6	-1.5	0.0	-4.4
CC(=O)c1cccc(NC(=S)N2CCN(S(C)(=O)=O)CC2)c1	1.9	5.1	3.4	-6.7	2.8	4.4	0.5	2.1	1.9	-10.1
Cc1c(C)n(CC(O)CN2CCCCCC2)c2ccccc12 (centres undefined)	7.4	-4.6	-2.5	-4.2	-12.6	2.6	2.3	1.5	3.9	-4.9
Nc1ncc(Br)cc1S(=O)(=O)NCCc1ccccc1	3.0	3.0	-2.8	2.2	-4.8	0.7	0.7	-1.2	-6.6	0.2
COc1cc(OC)cc(C(=O)NCCCn2ccnc2)c1	1.5	1.4	6.7	2.1	1.9	3.1	3.9	1.8	-2.3	-3.5
c1ccc(Nc2ccccn2)nc1	4.1	-2.3	1.2	-6.8	-1.6	3.2	5.2	0.5	0.3	7.5
C=CCOc1ccc(CN(C)C(=O)C2CCCO2)cc1 (centres undefined)	-2.5	-2.8	-2.1	6.0	1.6	0.7	-3.9	-2.0	-4.2	6.8
Cc1ccccc1-n1nc(C)c2c(C(=O)NN)cc(-c3ccncc3)nc21	-15.0	6.7	1.1	-2.2	-0.4	1.0	-1.8	-1.6	-1.6	-8.2
COc1ccc(C(C)=O)cc1CSCCC(=O)O	0.7	6.4	1.0	1.2	-1.3	-0.3	5.2	0.5	-5.2	-5.5
O=C(CN1CCN(c2cccc(C(F)(F)F)c2)CC1)Nc1ccc2c(c1)OCCCO2	-0.8	0.0	3.2	-7.5	1.5	1.5	-2.5	0.7	1.8	-8.6
O=C(Cn1cnc2sc3c(c2c1=O)CCCC3)NCC(=O)Nc1c(F)cc(F)cc1Br	-0.8	-0.1	3.2	5.8	-0.6	-0.6	-1.9	1.6	-0.8	5.0
O=C(Nc1ccnn1C1CCN(C(=O)c2ccc(Cl)c(F)c2)CC1)C1CCOC1 (centres undefined)	-0.4	-3.1	2.4	-6.7	2.5	3.3	6.5	-0.8	5.5	5.1
O=S1(=O)CCC(NS(=O)(=O)c2cccc3cccnc23)C1 (centres undefined)	4.4	0.6	-1.2	3.4	0.8	-2.7	-2.0	-0.3	1.9	3.5
CCSC(=Nc1ccccc1)Nc1ccccc1	1.0	-4.2	-5.2	-6.2	5.6	2.7	4.3	-0.2	0.8	-4.3
Cc1cccc(-c2nnn(Cc3nnc(NC(=O)c4ccccc4)s3)n2)c1	-6.2	5.2	-13.8	-6.0	-1.6	1.7	-5.6	3.2	9.0	-5.7
O=C(OC12CCCN(C1)/C(=C/c1cccc(Cl)c1)C2)c1ccccc1 (centres undefined)	0.1	2.5	-8.0	/	2.2	-2.0	3.0	-1.2	3.1	/
O=C(O)c1ccccc1-c1ccccc1C(=O)Nc1ccccc1	2.2	-1.4	-2.9	-3.7	-1.1	1.4	-0.2	2.3	3.2	5.8

Reprinted from above (3 entries):
SMILES	SIAE inh	rCAG binder	NPR2 activator	TCR CD3 inh	GC-A act	PRMT1 FP inh	mABHD4 FP	UHRF1 MBD2 ctr	MBD2 DNA inh	HTRA1 inh
CC1CC(C)CN(S(=O)(=O)N2CCCC(C(=O)NC3CCCCC3C)C2)C1 (centres undefined)	-0.7	-3.8	1.6	-1.8	-0.9	-1.5	-7.3	0.5	4.6	3.7
CNC(=O)c1ccsc1NC(=O)CS(=O)(=O)c1ccc(F)cc1	-2.8	4.7	-2.3	-1.1	-2.0	1.9	-1.6	3.7	0.5	7.4
C[N+]1(CC(O)COc2ccccc2)CCN(C(=O)c2ccc([N+](=O)[O-])cc2)CC1 (centres undefined)	6.0	-2.4	1.4	2.9	1.2	0.5	0.2	-1.8	1.7	9.2

New compounds follow
SMILES	SIAE inh	rCAG binder	NPR2 activator	TCR CD3 inh	GC-A act	PRMT1 FP inh	mABHD4 FP	UHRF1 MBD2 ctr	MBD2 DNA inh	HTRA1 inh
CCOC(=O)CC(NC(=O)c1cc2ccccc2oc1=O)c1cccc([N+](=O)[O-])c1 (centres undefined)	0.1	-2.0	-1.1	3.9	0.0	-4.7	1.8	-2.8	-4.7	5.7
CCSc1nnc(NC(=O)CSc2nnc(CNC(=O)c3ccc(OC)cc3)o2)s1	0.9	-0.1	2.6	-3.5	0.5	2.1	7.5	4.2	5.3	-0.7
CCOc1ccc(-n2c(-c3ccco3)nc3c(cnn3-c3ccc(C)cc3)c2=O)cc1	-8.8	0.9	3.8	-3.5	1.0	2.1	-2.8	-2.5	6.1	-1.5
Cc1cccc(NC(=S)NNC(=O)c2ccco2)c1	7.5	2.0	-6.2	-8.3	1.3	-1.4	7.4	-0.1	-3.2	-3.1
O=C(O)C1CCC(=O)N(C2CC2)C1c1ccccc1 (centres undefined)	-1.8	1.8	1.6	-7.4	-2.2	7.1	0.0	-0.3	0.4	-1.1
CC(C)=CCC/C(C)=C/CNCC(=O)N1c2ccccc2[C@]2(c3ccccc3)C[C@@H]3C(=O)N(C/C=C(\C)CCC=C(C)C)CC(=O)N3[C@H]12	3.0	8.5	3.6	/	-2.9	-1.6	14.7	2.4	0.9	/
COC(=O)c1ccccc1NC(=O)NCc1ccco1	-3.0	0.8	8.0	5.8	0.8	1.8	0.9	2.8	-0.7	-10.0
Cc1ccc(C)c(N2CCN(C(=O)C3CCCCN3S(=O)(=O)c3ccc(F)cc3)CC2)c1 (centres undefined)	-3.8	0.2	-10.6	3.6	1.8	-1.0	-8.8	-0.7	-1.1	-19.0
COc1cc(NC(=O)[C@@H](Cc2ccccc2)NC(=O)[C@H]2O[C@@H](n3ccc(N)nc3=O)[C@H](O)[C@@H]2O)cc(OC)c1OC	44.8*	0.6	4.0	3.2	0.0	3.8	-1.4	0.4	-3.6	/
O=C(NCc1ccc(F)cc1)c1cc(C2CCCCN2S(=O)(=O)c2ccc(F)cc2F)on1 (centres undefined)	-3.3	1.2	6.6	5.4	2.7	-1.1	-9.0	-1.7	4.3	/
COc1ccc(N2C(=O)CC(n3c(CCCCO)nc4ccccc43)C2=O)cc1 (centres undefined)	3.8	0.8	7.8	-3.4	1.6	25.1*	-3.6	0.2	1.6	4.8
C=CCc1ccccc1OCC(O)CN(C(C)C)C(C)C (centres undefined)	-5.3	1.0	2.1	-3.4	-3.1	2.6	4.2	0.6	0.1	-3.1
COC(=O)c1sccc1S(=O)(=O)N1CCCC(N(C)CCc2ccccn2)C1 (centres undefined)	1.6	-3.5	1.0	-3.0	-0.7	-3.0	5.7	-0.4	-7.9	5.0
CC(C)N(C(=O)[C@H]1C[C@H](CC(=O)NCCCn2ccnc2)C(=O)N2CCc3c([nH]c4cc(CCC(=O)N(C)C)ccc34)[C@]12C)C(C)C	1.4	-0.8	-0.4	-12.2	3.4	-3.1	-4.1	0.5	-3.4	4.0
CCOC(=O)[C@H]1[C@H]2COc3ccc(Br)cc3[C@@H]2N2C(=O)c3ccc(F)cc3NC(=O)[C@@]12C	-8.5	6.8	-0.3	-2.6	2.1	0.8	-3.8	-4.8	-4.7	-42.7
O=C(NC1CCCC1)C(c1ccc(F)cc1)N(Cc1ccc(F)cc1)C(=O)CCl (centres undefined)	13.6	-6.5	-7.0	-7.7	-27.1	3.3	7.1	0.6	3.6	-4.3
CC1Cc2ccccc2N1C(=O)CSc1nnc2c(n1)[nH]c1ccc(F)cc12 (centres undefined)	-10.6	6.2	-4.2	6.6	3.8	-0.1	-1.1	-0.9	-1.3	-18.9
CC1=Nc2ccccc2/C1=C/c1nc(-c2ccc(C)s2)oc1O	-17.8	46.2*	-4.3	19.1*	1.1	-3.6	14.5	0.1	1.2	21.3
CC(C)/C=N/NC(=O)c1cccc(N2CCCC2=O)c1	3.5	-1.8	2.4	2.6	0.4	0.0	2.4	-1.2	-1.6	5.8
Cc1ccc(S(=O)(=O)CCc2ccccn2)cc1	0.3	-3.6	3.5	-3.8	1.0	0.1	-0.9	2.1	1.0	-2.3
Cc1c(Cl)ccc2c1NC(=O)C21NC(CCC(N)=O)[C@H]2C(=O)N(c3ccc(Cl)cc3)C(=O)[C@H]21 (some centres undefined)	-1.0	1.9	1.2	4.6	2.1	-0.2	-7.0	-1.6	-1.4	-20.1
